S aureus QS inh: S. aureus quorum sensing inhibition | inhibition, % at 2 µM | S. aureus RN6390 RNAIII-GFP reporter, AIP-induced, flow cytometry 3 h | AID 527 | 24,000 compounds, 0.3% hits;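 active = share of bacteria positive for the green fluorescent reporter and its mean brightness both inhibited by 50% or more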;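 also: 0% = AIP-stimulated control and 100% = unstimulated bacteria without AIP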
S aureus QS inh GFP MFI %: second read-out of S aureus QS inh, no call of its own (marks repeat the call); inhibition, %; measured here: inhibition of GFP MFI
The depositor's hits bear a star. Only part of the results is shown; count on the stated rates, not on these rows.

SMILES	S aureus QS inh	S aureus QS inh GFP MFI %
CC(C)N1C(=O)CCC1C(=O)N1CCN(c2ccccn2)CC1 (stereo unspecified)	-2	-2
CCOC(=O)N1CCN(C(=O)c2ccc(N3CCCC3=O)cc2)CC1	-2	-7
Cc1ccc(-c2ccc(=O)n(CC(=O)NCCN3C(C)CCCC3C)n2)cc1 (stereo unspecified)	-2	-6
CCc1ccccc1NC(=O)CSc1ncn[nH]1	0	-1
Cc1csc2ncc(C(=O)Nc3ccon3)c(=O)n12	-1	-35
CCOC(=O)Nc1ccc2c(CN3C(=O)NC4(CCCC4)C3=O)cc(=O)oc2c1	-1	-1
Cc1cc(C)c(NC(=O)NC(=O)c2cccc(F)c2)c(C)n1	-1	1
CCOC(=O)N1CCC(Nc2ccc3nnc(-c4ccccc4)n3n2)CC1	4	13
O=C(Cn1cccc1C(=O)c1ccccc1)NCCCN1CCOCC1	0	-7
CN1CCC(=C2c3ccccc3C=Cc3ccccc32)CC1	-5	-1
Cc1ccccc1C(=O)c1cccn1CC(=O)N1CCCCCC1	2	2
O=C(C1CCCC1)N(c1ccccc1)C1C=CS(=O)(=O)C1 (stereo unspecified)	2	10
COc1ccc(CCC(=O)NCc2cn3ccsc3n2)cc1	3	7
[N-]=[N+]=CC(=O)CC(c1ccccc1)N1C(=O)c2ccccc2C1=O (stereo unspecified)	-2	-6
CCOC(=O)c1nnc2ccnn2c1N	-1	-27
CC(C)(S)[C@@H](N)C(=O)O	0	7
O=C(NCc1cn2ccsc2n1)c1cccc(C(F)(F)F)c1	3	7
O=C(Nc1ccccc1N1CCN(c2ccc(F)cc2)CC1)c1ccccc1	4	19
CCN(CC)Cc1c[nH]c2c(C(=O)OC)cccc12	0	12
O=C(O)c1cccnc1-c1ncccc1C(=O)O	3	7
CN1C(=O)CC(N2CCC(C(N)=O)(N3CCCCC3)CC2)C1=O (stereo unspecified)	-1	2
O=C(Nc1ccccc1Cl)c1c(F)c(F)c(F)c(F)c1F	-2	-7
CCCS(=O)(=O)N1CCC(C(=O)N2CCOCC2)CC1	0	1
O=C(CSc1nnc(-c2cccs2)o1)NCC1CN(Cc2ccccc2)CCO1 (stereo unspecified)	6	12
Cc1cccc2cc(C#N)c(NCCNC(=O)NC3CCCCC3)nc12	2	4
CCC(C)NC(=O)CS(=O)Cc1nc(-c2ccccc2C)oc1C (stereo unspecified)	-10	-7
CCCCN(C)C(=O)CCC(=O)Nc1ccc2nc(N3CCOCC3)cc(C)c2c1	4	12
Cc1ccc2c(c1)N(CCC(=O)NCCN1CCOCC1)C(=O)CO2	-4	-15
CC(=O)c1c(C)[nH]c(C(=O)NCc2ccccn2)c1C	3	7
Cc1ccc(CNC(=O)c2coc(=O)c3ccccc23)o1	-3	-7
CCCN1CCN(C(=O)C2CCN(S(=O)(=O)c3ccc4c(c3)oc(=O)n4C)CC2)CC1	13	33
COc1cccc(OC)c1OCCCSc1nc(C)cc(=O)[nH]1	-1	3
CCOCCCNC(=O)C(c1ccc(Cl)cc1)N1CCN(C(=O)c2ccco2)CC1 (stereo unspecified)	-3	-6
COc1c(Cl)cc(-c2noc(C)c2C(=O)NC(C)C)cc1Cl	10	28
CC(=O)c1ccc(OCC(O)CN2CCOCC2)cc1 (stereo unspecified)	0	-2
COc1ccc(OC)c(C2=NOC(C(=O)NCCN3CCOCC3)C2)c1 (stereo unspecified)	-1	-9

Laid out differently: entries from further up
| smiles | S aureus QS inh | S aureus QS inh GFP MFI % |
| --- | --- | --- |
| Cc1ccc(CNC(=O)c2coc(=O)c3ccccc23)o1 | -3 | -7 |
| COc1ccc(OC)c(C2=NOC(C(=O)NCCN3CCOCC3)C2)c1 (stereo unspecified) | -1 | -9 |

Next results follow.
SMILES	S aureus QS inh	S aureus QS inh GFP MFI %
CCn1ncc(C2=NOC(C(=O)Nc3cc(OC)c(Cl)cc3OC)C2)c1C (stereo unspecified)	4	7
CC1(C)Cc2c(C#N)c(NC3CCCCC3)nc(-c3ccco3)c2CO1	4	17
CC(C)NC(=O)c1ccc2c(c1)nnn2C	0	15
Cn1c(-c2ccccc2)cc(=O)c2ccccc21	0	0
Cc1ccc(S(=O)(=O)N2CCN(C(=O)CSC3CCCC3)CC2)c(C)c1	0	3
CCn1c(=NC(=O)c2ccc(S(=O)(=O)N3CCOCC3)cc2)sc2cccc(OC)c21	1	4
CCc1ccc(CN(C)CCc2ccccn2)cc1	-1	1
Brc1ccc2[nH]ncc2c1	-2	3
COc1ccc(CCNC(=O)C2(C)CCC(=O)N2CCC(C)C)cc1OC (stereo unspecified)	-2	-14
CCOc1ccc(N(CCC#N)S(=O)(=O)c2ccc(OC)cc2)cc1	-1	-2
CCCCOC(=O)NCN1C(=O)C2C3C=CC(C3)C2C1=O (stereo unspecified)	-6	-19
COc1ccc(NC(=O)CSc2nccn2-c2ccccc2)cc1	-2	-40

Random excerpt: 4 records from the list.
SMILES	S aureus QS inh	S aureus QS inh GFP MFI %
CCn1ncc(C2=NOC(C(=O)Nc3cc(OC)c(Cl)cc3OC)C2)c1C (stereo unspecified)	4	7
CCOc1ccc(N(CCC#N)S(=O)(=O)c2ccc(OC)cc2)cc1	-1	-2
CC1(C)Cc2c(C#N)c(NC3CCCCC3)nc(-c3ccco3)c2CO1	4	17
CCc1ccc(CN(C)CCc2ccccn2)cc1	-1	1

(further entries)
SMILES	S aureus QS inh	S aureus QS inh GFP MFI %
CC(C)(C)c1n[nH]c(=S)n(N)c1=O	3	10
O=C(CCNS(=O)(=O)c1cccs1)N1CCCCCC1	-5	-4
Cc1ccc(CCN2CC(C(=O)NCc3cccnc3)CC2=O)cc1 (stereo unspecified)	4	24
CC(C(=O)N1c2ccc(F)cc2CCC1C)N1C(=O)c2ccccc2C1=O (stereo unspecified)	-1	-2
CCOC(=O)Cn1c(=O)oc2cc(S(=O)(=O)NCCc3ccc(OCC)c(OCC)c3)ccc21	0	6
COCCn1c(CN2CCN(c3ccccc3F)CC2)nc2c1c(=O)n(C)c(=O)n2C	-2	9
CC(NC(=O)CC1Nc2ccccc2NC1=O)c1ccccc1 (stereo unspecified)	2	4
CCOC(=O)N1CCN(CC(O)c2ccc3cc[nH]c3c2)CC1 (stereo unspecified)	0	24
CCCN1Cc2cccc(C(=O)Nc3ccc4c(c3)OCCO4)c2C1=O	-1	0
CCn1cc(C(=O)NCCCN2CC(C)CC(C)C2)c(=O)c2cc(S(=O)(=O)N(C)C)ccc21 (stereo unspecified)	4	14
CCOc1ccc(NC(=O)CCN2CCN(c3ccccc3OC)CC2)cc1	-2	-2
O=C(c1cc(-c2ccco2)on1)N1CCc2ccccc2C1	-1	11
Cc1cccc(NC(=O)C2CC(=O)n3cnnc3S2)c1 (stereo unspecified)	0	15
O=C(O)c1cc(S(=O)(=O)N2CCCCC2)ccc1F	-2	-28
CCCCn1c(SCC(=O)N2CCN(c3ccccc3)CC2)nc2ccsc2c1=O	2	1
COc1ccc(CCNC(=O)CSc2nncn2N)cc1OC	0	13
Cc1nc2ncnn2c(C)c1CCC(=O)N1CCc2ccccc2C1	1	7
CCOC(=O)N1CCN(S(=O)(=O)c2cccc3nonc23)CC1	-1	2
CC(C)C(O)P(=O)(OCc1ccccc1)c1ccc(N(C)C)cc1 (stereo unspecified)	1	3
COc1ccc(C(=O)Nc2ccc(C)cn2)c(OC)c1	0	21
COc1ccc(C(=O)NCc2nnc(SCC(=O)NCc3ccc(F)cc3)o2)cc1	6	13
Cn1c(C(=O)N2CCN(c3ccc(Cl)cc3)CC2)cc2c(=O)[nH]c3ccccc3c21	4	17
Cc1cc(=O)oc(C)c1C(=O)O	0	3
CCn1c(C(=O)NC(C)c2ccc3c(c2)OCCO3)cc2sccc21 (stereo unspecified)	19	13

Grouped by structure: the entries above containing an NH in an aromatic ring
SMILES	S aureus QS inh	S aureus QS inh GFP MFI %
CCc1ccccc1NC(=O)CSc1ncn[nH]1	0	-1
CCN(CC)Cc1c[nH]c2c(C(=O)OC)cccc12	0	12
CC(=O)c1c(C)[nH]c(C(=O)NCc2ccccn2)c1C	3	7
COc1cccc(OC)c1OCCCSc1nc(C)cc(=O)[nH]1	-1	3
Brc1ccc2[nH]ncc2c1	-2	3
CC(C)(C)c1n[nH]c(=S)n(N)c1=O	3	10
CCOC(=O)N1CCN(CC(O)c2ccc3cc[nH]c3c2)CC1 (stereo unspecified)	0	24
Cn1c(C(=O)N2CCN(c3ccc(Cl)cc3)CC2)cc2c(=O)[nH]c3ccccc3c21	4	17

One compound at a time, from the list above. Values in the order: S aureus QS inh	S aureus QS inh GFP MFI %
Profile of CCn1cc(C(=O)NCCCN2CC(C)CC(C)C2)c(=O)c2cc(S(=O)(=O)N(C)C)ccc21 (stereo unspecified) → 4	14
Profile of Cn1c(C(=O)N2CCN(c3ccc(Cl)cc3)CC2)cc2c(=O)[nH]c3ccccc3c21 → 4	17
Profile of CN1C(=O)CC(N2CCC(C(N)=O)(N3CCCCC3)CC2)C1=O (stereo unspecified) → -1	2
Profile of O=C(O)c1cccnc1-c1ncccc1C(=O)O → 3	7
Profile of CC(C)(C)c1n[nH]c(=S)n(N)c1=O → 3	10

(continued)
SMILES	S aureus QS inh	S aureus QS inh GFP MFI %
Cc1cc(C)c2c(n1)nn1c(N3CCOCC3)cc(C)nc21	-1	1
Cc1ccc(CNS(=O)(=O)c2ccc3oc(C(=O)O)c(C)c3c2)cc1	-2	-12
Fc1ccc(Br)cc1C1C=C(c2cccnc2)Nc2ncnn21 (stereo unspecified)	2	13
CN1C(=O)c2oc3ccccc3c(=O)c2C1c1ccccn1 (stereo unspecified)	11	14
O=S(=O)(NCc1csc(-c2cccnc2)n1)c1ccc2c(c1)OCCO2	-1	-35
O=C(Cn1c(=O)[nH]c2ccsc2c1=O)NC1CCCCCC1	0	8
COc1ccc(-c2ccc(-c3noc(-c4cccs4)n3)c(OC)n2)cc1	8	36
COc1ccc(C2=NOC(C(=O)NCCCN3CCOCC3)C2)cc1 (stereo unspecified)	0	-2
Cn1c(=O)cc(NCCc2ccccc2)[nH]c1=O	-1	1
COC(=O)Cn1c2ccccc2c2nc(C)sc21	-1	9
O=C(NC1c2ccccc2-c2ccccc21)c1ccco1	-1	-8
CCSc1nc2c(c(=O)[nH]1)C(c1ccccn1)C1=C(CC(C)(C)CC1=O)N2 (stereo unspecified)	-14	-64
CCC(=O)N1CCc2cc(S(=O)(=O)N(CC)c3cccc(C)c3)ccc21	-2	-3
CC1CCCCN1CCNC(=O)Cn1nc(-c2ccccc2)ccc1=O (stereo unspecified)	1	15
COc1ccc(NC(=O)CN2CCCCC2)cc1	-3	-13
Cc1ccc(-c2nc3s/c(=C\c4ccco4)c(=O)n3n2)cc1	-3	-9
O/N=C1\CCCCc2ccccc21	2	-4
CCOC(=O)C1CCN(C(=O)Nc2ccc(NC(=O)C3CCN(C(=O)OCC)CC3)cc2)CC1	-2	-8
N#CC1=C(N)N(c2ccccc2C#N)C2=C(C(=O)CCC2)C1c1ccsc1 (stereo unspecified)	-1	8
O=C(Nc1ccn(C2CC(OC(=O)c3ccccc3)C(CO)O2)c(=O)n1)c1ccccc1 (stereo unspecified)	0	4
COc1cc(NC(=O)Cn2ncc3c2-c2ccccc2OC3)cc(OC)c1OC	1	2
CCCS(=O)(=O)N1CCC(C(=O)NCCc2ccccc2)CC1	1	-1
Nc1nc(NCc2ccco2)nn1-c1ccccc1	-1	-6
C=C(C)CSc1nnc(-c2cccc(S(=O)(=O)N(C)C)c2)n1-c1cc(OC)ccc1OC	2	8
CCOC(=O)C1CCN(Cc2ccc(C(=O)OC)cc2)CC1	0	-1
Cc1cc(C)n2cc(CSc3nnnn3-c3ccc(Cl)cc3)nc2n1	-1	-17
CN(C(=O)Cn1c(=O)n(CCCCC(=O)NC2CCCC2)c(=O)c2ccccc21)C1CCCCC1	0	-10
CCOC(=O)C1CCN(C(=O)C2c3ccccc3C(=O)N(C)C2c2ccc(OC)cc2)CC1 (stereo unspecified)	-3	-14
CCOC(=O)N1CCN(C(=O)c2cn(CCOC)c(=O)c3c2c2ccccc2n3C)CC1	0	13
Cc1ccc(C(=O)CC(C(=O)O)c2cn(CCC#N)c3ccccc23)cc1 (stereo unspecified)	1	3
O=C(NCCN1CCOCC1)c1ccc2c(c1)N(Cc1ccccc1)CCS2	10	19
Cc1nc(S(=O)(=O)N(C)Cc2ccccc2)c(C#N)c(C)c1Cl	3	7
COC(=O)c1ccccc1NC(=O)CN1C(=O)C2CCCN2c2ncc(Cl)cc21 (stereo unspecified)	3	13
Cn1c(=O)c2c(-c3ccncc3)c3c(nc2n(C)c1=O)-c1ccccc1C3=O	-6	-14
CCOC(=O)C1CCCN(C(=O)c2cc(=O)c3ccccc3o2)C1 (stereo unspecified)	-3	-12
CN(Cc1ccc(-n2cccn2)cc1)C(=O)c1cnn2c1NC(c1ccco1)CC2C(F)(F)F (stereo unspecified)	8	36
CCCC1(C(=O)OCC)NC(c2ccc(N(C)C)cc2)C2C(=O)N(c3ccc(F)cc3)C(=O)C21 (stereo unspecified)	0	0
O=C(NCc1ccc2c(c1)OCO2)c1nnc(Cc2ccc(Cl)cc2)o1	0	5
CN(c1ccc(OCc2nnc(-c3ccccc3)o2)cc1)S(=O)(=O)c1ccccc1	-5	-8
Cc1csc(NC(=O)c2ccco2)n1	0	3
COc1cccc(OCC(O)CN2CCC(Cc3ccccc3)CC2)c1 (stereo unspecified)	-6	-28
COc1ccc(-n2nc(C(=O)N3CCCCC3)c3ccccc3c2=O)cc1	-5	-47
Oc1ccc(Cl)cc1-c1cc(-c2ccccc2)n[nH]1	-2	-20
Cc1nc(N2CCOCC2)[nH]c(=O)c1CCC(C)C	-5	-13

Assay outcomes deposited in PubChem BioAssay by NMMLSC.
